IMPase cell inh: membrane-permeable compound that blocks inositol monophosphatase. P97697. CHO-M1 cells, IP1 accumulation, HTRF TR-FRET ratio. inhibition (IP1 accumulation), % at 46.1 µM. 120,000 tested, under 10 active. AID 901; active = well fitted curve in the direction sought with a large enough effect in the signal ratio, not every such curve was filed as active; inconclusive = small, poorly fitted or top-dose-only effect, or a change in a side signal; inactive = no such curve, though single readings can be large or run the other way; the % refers to the signal ratio;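 also: cells stimulated with carbachol in lithium chloride buffer; plate controls were DMSO basal wells for no effect and reference inhibitor wells for full effect; higher means more IMPase inhibition seen as more IP1 and lower FRET ratio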
Target sequence (P97697 whole entry, looked up): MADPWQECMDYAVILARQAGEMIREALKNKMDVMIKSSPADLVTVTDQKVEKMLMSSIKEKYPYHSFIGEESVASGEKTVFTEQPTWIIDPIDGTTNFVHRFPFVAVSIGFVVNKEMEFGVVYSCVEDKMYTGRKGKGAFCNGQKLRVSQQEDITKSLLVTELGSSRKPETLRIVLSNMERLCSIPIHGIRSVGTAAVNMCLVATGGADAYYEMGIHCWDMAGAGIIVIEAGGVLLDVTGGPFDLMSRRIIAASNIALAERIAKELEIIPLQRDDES
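The IP-One HTRF competitive assay in carbachol-stimulated CHO-M1 cells quantifies cellular IP1. Compounds spanned up to 46 uM final, and activity is expressed as AC50 from concentration-response fits of the ratio and donor data.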
15-hLO-2 inh: 15-hLO-2 (ALOX15B) enzyme inhibition | O15296 | purified 15hLO-2, xylenol orange hydroperoxide absorbance | Potency, µM (highest dose often 57.1 µM), for inactives: top-dose activity change, negative = inhibition, actives largely listed as inhibitors | actives 0.56% (n = 110,000); also: potency is read from the fitted curve at half-maximal effect; nearly all actives have a fitted effect of over 60% in size; many of its hits are not listed in these tables
Target sequence (O15296 whole entry, looked up): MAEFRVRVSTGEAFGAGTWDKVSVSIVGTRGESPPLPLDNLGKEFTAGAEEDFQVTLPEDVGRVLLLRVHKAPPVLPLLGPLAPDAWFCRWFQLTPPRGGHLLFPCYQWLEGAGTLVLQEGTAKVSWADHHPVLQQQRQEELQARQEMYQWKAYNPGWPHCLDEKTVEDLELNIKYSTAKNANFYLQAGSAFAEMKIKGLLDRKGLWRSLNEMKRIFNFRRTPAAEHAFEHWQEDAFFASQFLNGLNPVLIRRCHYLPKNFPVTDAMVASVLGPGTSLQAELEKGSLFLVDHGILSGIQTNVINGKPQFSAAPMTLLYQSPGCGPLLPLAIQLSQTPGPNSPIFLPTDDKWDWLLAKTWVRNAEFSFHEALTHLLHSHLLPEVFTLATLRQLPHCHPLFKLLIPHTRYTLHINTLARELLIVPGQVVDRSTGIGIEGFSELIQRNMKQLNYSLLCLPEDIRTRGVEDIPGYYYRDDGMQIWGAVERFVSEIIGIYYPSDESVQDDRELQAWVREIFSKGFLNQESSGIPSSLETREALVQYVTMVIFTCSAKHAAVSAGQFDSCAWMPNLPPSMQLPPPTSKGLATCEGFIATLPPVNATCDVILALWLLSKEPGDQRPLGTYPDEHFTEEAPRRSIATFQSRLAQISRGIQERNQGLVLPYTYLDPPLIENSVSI
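Read-out: hydroperoxide product oxidises ferrous iron, measured as xylenol orange complex via the 573-to-405 nm absorbance ratio after 30 min. Reaction: 50 nM enzyme, 15 min compound preincubation, 45 uM arachidonic acid, 90 min RT, Hepes pH 7.5 with Triton X-100.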
PNC assembly inh: perinucleolar compartment assembly inhibition; PC3M PTB-GFP, PNC prevalence imaging, 16 h; stronger effect = lower value; activity change (PNC), negative = inhibition, % at 10 µM; actives 3.1% (n = 140,000);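 active = readout at or below -70, meaning at least 70% loss of cells showing the perinucleolar compartment, a nuclear body marking cancer cells; inconclusive = readout between -30 and a set limit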;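 also: plate controls were DMSO wells for no effect and camptothecin positive control wells for full effect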
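PC3M cells stably expressing PTB-GFP, 750–1000 cells/well, treated 16 h at 37 °C with compound (23 nl of library stock), in duplicate. After paraformaldehyde fixation and Hoechst stain, imaged at 20x; PNC prevalence scored by image analysis.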
ALOX12 inhib: inhibitors of human 12-lipoxygenase (ALOX12); P18054; purified 12-hLO, xylenol orange hydroperoxide absorbance; Potency, µM (top dose mostly 57.1 µM), for inactives: at the top dose activity change, negative = inhibition, most hits filed as inhibitors; actives 0.12% (n = 150,000); also: potency is read from the fitted curve at half-maximal effect; nearly all actives have a fitted effect of over 55% in size; many of its hits are not listed in these tables
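Xylenol orange chromogenic assay: hydroperoxide from 12hLO oxidises Fe(II), giving red-shifted Fe(III)-XO absorbance. Conditions: 150 nM enzyme, 40 uM arachidonic acid, 25 mM Hepes pH 7.0, 0.01% Triton X-100, 30 min, room temperature.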
The depositor's hits bear a star; ? = inconclusive; nt = not tested or not shown; & = joins results of further samples; [ ] = another dose, or the depositor's remark. Unless noted, calls follow the shape of the dose curve; as a rule, active = well fitted curve in the direction sought with a large enough effect; inconclusive = small, poorly fitted or top-dose-only effect, or another doubt; inactive = no such curve, though single readings can be large; an effect the other way counts as inactive or inconclusive. Unless noted, % is scaled to controls: 0 for no effect and ±100 for the full control effect.

SMILES	IMPase cell inh	15-hLO-2 inh	PNC assembly inh	ALOX12 inhib
COc1ccc(Cl)cc1NC(=O)CSc1nnc(Cc2cccn2C)n1-c1ccc(F)cc1	-3	nt	-85*	-2%
O=C(CN1CCOCC1)Nc1ncccn1	-9	1%	-7	3%
Cc1ccc(-c2nn(C)c(=O)c3ccccc23)cc1CNC(=O)Cn1nc(-c2ccccc2)c2ccccc2c1=O	1	?	8	-10%
COc1cccc(C(=O)N2CCN(C(=O)c3cccc(F)c3)CC2)c1	7	nt	-6	-1%
CCn1c(N2CCN(CC(=O)c3c[nH]c4ccccc34)CC2)nc2c1c(=O)[nH]c(=O)n2C	-4	-1%	10	-1%
COc1cc(Nc2nc(-c3ccccc3)c3cc(C)ccc3n2)cc(OC)c1OC	15	31%[activator]	37	-3%
CCSc1nnc(Nc2ccc(C)cc2)s1	-1	-6%	30	-7%
COc1cc2nc(=S)n3[nH]c(CCn4nc(C)cc4C)nc3c2cc1OC	?	-13%	-27	-19%
Cc1ccsc1/C=C1/SC(N2CC(C)OC(C)C2)=NC1=O (stereo not given)	nt	nt	14	2%
O=C(O)c1ccccc1-c1ccccc1C(=O)Nc1ccc2c(c1)Cc1ccccc1-2	nt	-10%[11.4 µM]	nt	2%[11.4 µM]
Cc1cc(Cl)c(S(=O)(=O)NC(C(=O)O)c2ccccc2)cc1OCC(N)=O (stereo not given)	6	0%	2	3%
Nc1nc(-c2cccs2)cs1	9	-5%[11.4 µM]	27	-3%[11.4 µM]
COc1ccc(/C(=C/c2ccc(OC(F)F)c(OC)c2)C(=O)O)cc1OC	6	nt	-11	0%
Oc1c([C@H](Nc2ccccn2)c2ccccc2)ccc2cccnc12	nt	27%[11.4 µM]	nt	-8%[11.4 µM]
O=C1Nc2ccccc2C12OCCCCO2	3	4%	-26	0%
Cc1ccc2c(c1)nnn2C1CCN(CC(=O)N2c3ccccc3CC2C)CC1 (stereo not given)	4	46%[activator]	0	-1%
CCCNS(=O)(=O)c1ccc(CCC(=O)NCc2cccnc2)cc1	4	-2%	28	0%
c1ccc(-c2ccc(-c3csnn3)cc2)cc1	-11	3%	73	7%
CN(c1ccc([N+](=O)[O-])cc1C(=O)Nc1ccccc1)C1CCCCC1	9	-21%	13	0%
CC(C)NCC(O)COCCOc1ccc(Br)cc1 (stereo not given)	nt	nt	?	2%
CC(=O)O[C@@H]1[C@H]([N+]2(C)CCCCC2)C[C@@H]2[C@@H]3CC[C@@H]4C[C@@H](OC(C)=O)[C@H]([N+]5(C)CCCCC5)C[C@@]4(C)[C@H]3CC[C@]21C	13	9%	nt	5%
COC(=O)c1cc(-c2c[nH]c3ccccc23)n[nH]1	10	-8%	33	-5%
CCC(C(=O)N1CCN(c2ccccn2)CC1)n1nc(C)n2c(cc3occc32)c1=O (stereo not given)	2	2%	8	-6%
CCOC(=O)N1CCN(C(=O)C(CC)n2nc(C)c3sc4ccccc4c3c2=O)CC1 (stereo not given)	-4	-7%	-10	-2%
Cc1c(C(=O)Nc2ccc(Cl)cc2)c2ccccn2c1CCc1ccncc1	-3	nt	-85*	-24%
O=C(O)CCc1ccc(-c2ccc(Br)cc2)n1CC(=O)O	-10	-4%	-3	-18%
CN(C)C(=O)c1ccc(NC(=O)c2ccccc2Sc2ccccc2C#N)cc1	nt	nt	34	-1%
CCn1cnc2c1c(=O)n(Cc1csc(-c3ccccc3)n1)c(=O)n2Cc1ccccc1	-1	-5%	5	-12%
CC1CCN(S(=O)(=O)c2ccc3[nH]cc(C(=O)NCCN4CCOCC4)c(=O)c3c2)CC1	15	17%	?	-1%
O=C(NC(=S)Nc1ccc2c(c1)OCCO2)c1cccc(Br)c1	nt	nt	-26	?
CCOC(=O)CCNC(=O)CNC(=O)OCc1ccccc1	-4	1%	10	-2%
CCC1(C)OCC(Cn2c3ccccc3c3ccccc32)O1 (stereo not given)	7	nt	-14	3%
O=C(Cc1ncc(C(F)(F)F)cc1Cl)Nc1ccc(F)cc1	0[1.84 µM]	6%[11.4 µM]	23	2%
CCOC(=O)c1c(NC(=O)CSc2nc3cccnc3n2C)sc(C(C)=O)c1C	-15	-18%	-13	-4%
COc1ccc(-c2noc(-c3ccc(Cl)cc3)n2)cc1	-1	-7%	?	-3%
CCOc1cc(S(=O)(=O)NCc2ccc3c(c2)OCO3)ccc1F	-3	-4%	53	-5%

The final seven entries of the section above are carried over, then new ones follow.
SMILES	IMPase cell inh	15-hLO-2 inh	PNC assembly inh	ALOX12 inhib
O=C(NC(=S)Nc1ccc2c(c1)OCCO2)c1cccc(Br)c1	nt	nt	-26	?
CCOC(=O)CCNC(=O)CNC(=O)OCc1ccccc1	-4	1%	10	-2%
CCC1(C)OCC(Cn2c3ccccc3c3ccccc32)O1 (stereo not given)	7	nt	-14	3%
O=C(Cc1ncc(C(F)(F)F)cc1Cl)Nc1ccc(F)cc1	0[1.84 µM]	6%[11.4 µM]	23	2%
CCOC(=O)c1c(NC(=O)CSc2nc3cccnc3n2C)sc(C(C)=O)c1C	-15	-18%	-13	-4%
COc1ccc(-c2noc(-c3ccc(Cl)cc3)n2)cc1	-1	-7%	?	-3%
CCOc1cc(S(=O)(=O)NCc2ccc3c(c2)OCO3)ccc1F	-3	-4%	53	-5%
Cc1ccc(C(=O)NC=C(Cl)Cl)cc1	16	-4%	?	2%
COc1ccc(C2=CC(c3cc(OC)c(OC)c(OC)c3)NC(=S)N2)cc1 (stereo not given)	2	?	-4	-9%
CC(=O)c1ccc(OCC(O)Cn2nnc3ccccc32)cc1 (stereo not given)	5	-6%	-30	0%
COc1ccc(S(=O)(=O)Nc2ccc(Cl)cn2)c(C)c1C	-17	4%	22	-3%
Cc1ccc(C)c(N2CCN(C(=O)c3ccc(NS(=O)(=O)c4c(C)noc4C)cc3)CC2)c1	0	14%	4	-11%
COc1ccc(S(=O)(=O)Nc2ccc(S(=O)(=O)N(C)C)cc2)cc1[N+](=O)[O-]	nt	nt	-11	2%
CCOC(=O)C1CCN(c2nc(C)nc3c2oc2ccccc23)CC1	16	15%	27	-16%
NC(N)=NS(=O)(=O)c1ccc(NC(=S)NC(=O)/C=C/c2ccco2)cc1	nt	nt	-5	-2%
O=C1CC(c2ccccc2)CC(O)=C1C=NCCN1CCN(C(=S)Nc2cccc(Cl)c2)CC1 (stereo not given)	9	24%	21	2%
Cc1onc(-c2ccccc2Cl)c1C(=O)Nc1nnc(-c2cccc([N+](=O)[O-])c2)s1	-3	?	-108*	-5%
CC(C)(C)c1ccc(-c2csc(NNC3=NCCCCC3)n2)cc1	9	?	31	0%
O=C1c2cccc(O)c2C(=O)c2c(O[C@@H]3O[C@H](CO)[C@@H](O)[C@H](O)[C@@H]3O)cccc21	nt	10%[11.4 µM]	nt	-6%[11.4 µM]
FC(F)(F)c1nc(-c2cccs2)ncc1-c1nnnn1-c1ccc(Cl)cc1	7	-1%	?	13%
COC(=O)C(C)(C)ONC(=O)Nc1ccc(C)cc1	-8	nt	11	-1%
COc1ccc(OC)c(N2CC(O)=C(c3nc4ccccc4s3)C2=N)c1	5	39%[activator]	?	-4%
CC(C)CC1(C(=O)NCCc2c[nH]c3ccccc23)C=CCN1C(=O)c1ccccc1 (stereo not given)	nt	-4%	39	-1%&-4%
Cc1cccc(C)c1NC(=O)CCCSc1nnc(-c2ccco2)n1-c1ccccc1	4	-8%	13	-4%
Cc1cccc(C)c1OCC(=O)N1CC2(C)CC1CC(C)(C)C2 (stereo not given)	1	-6%	21	2%
CCOC(=O)Cn1nnnc1C(CC)N(Cc1cccs1)Cc1cc2cc(C)ccc2[nH]c1=O (stereo not given)	10	-1%	57	1%
N#Cc1cnc(SCC(=O)Nc2ccccc2C(F)(F)F)nc1N	?	nt	7	-5%
CCC(=O)N(CCO)Cc1cc2ccc(C)c(C)c2[nH]c1=O	-4	-1%	-11	7%
CCC(C)NC(=O)CSc1nc2ccsc2c(=O)n1-c1ccc(OC)cc1 (stereo not given)	11	-5%	-4	2%
COC(=O)CCCCC(=O)OC	nt	5%	nt	-1%
C/C(N)=C(/C#N)C(=O)COC(=O)CCSc1ccccc1	-4	7%	43	-5%
CCc1cccc(C)c1NC(=O)CN(C)Cc1ccccc1F	nt	nt	25	2%
O=C(NC1CCCCC1)NC1CCN(CC(=O)N2CCOCC2)CC1	-2	-1%	?	0%
NC(=O)c1ccsc1NC(=O)CN1C(=O)C2CC=CCC2C1=O (stereo not given)	8	-6%	13	-5%
Cc1ccc(-c2nnc(SCC#N)n2N)cc1	-10	0%	-83*	3%
Cc1ccc(C(=O)CC(Nc2ccc(F)cc2)c2ccccc2)cc1 (stereo not given)	28	nt	24	0%
CSc1nsc(SCC(=O)Nc2cccc(C(C)=O)c2)n1	6[1.84 µM]	-13%[11.4 µM]	39	-6%
CCOC(=O)c1cc(NC(=O)N2CCOCC2)c(C)nc1C	-6	4%	-8	4%
CC(C)n1cc(/C=N\NC(=O)c2cc3c(ccc4ccccc43)o2)c2ccccc21	2	-17%	-12	-6%
c1coc(CNc2nc3nonc3nc2NCc2ccco2)c1	-13	4%	3	-15%
COc1ccc(-c2nnc(SCC(=O)NCc3cccs3)n2CC(C)C)cc1	1	1%	?	-2%
COc1cccc(C(=O)N2N=C(c3ccccc3)CC2(O)C(F)(F)F)c1 (stereo not given)	nt	nt	?	-7%
COc1ccc(CCNC(=O)c2ccc(-c3ccc([N+](=O)[O-])cc3)o2)cc1OC	5	nt	23	1%
O=C(CN1CCN(Cc2ccc3c(c2)OCO3)CC1)c1c[nH]c2ccccc12	1	9%	-5	-7%
CCCOC(=O)c1ccc(-c2c(C)noc2-c2ccc(OC)cc2O)o1	8	-8%	36	-3%
Cc1ccc(NC(=O)CN2C(=O)C(C)Oc3ccccc32)nc1 (stereo not given)	-3	1%	32	-1%
CCC(=O)NC(=S)Nc1ccc(NC(=O)c2ccc([N+](=O)[O-])cc2)cc1	nt	nt	-23	0%
CCOC(=O)c1ccc(-c2ccc(/C=N/NC(=O)CN(c3ccccc3Cl)S(C)(=O)=O)o2)cc1	7	nt	-27	3%
Cc1sc2nc(SCc3ccccc3)n(Cc3ccco3)c(=O)c2c1C	5	-1%	15	-9%
CC1(C)CC(=O)C=C(NCCN2CCN(C(=O)Nc3ccc(Cl)cc3)CC2)C1	4	5%	7	4%
CCOc1ccc(S(=O)(=O)N2Cc3ccccc3CC2C(=O)NCCCn2ccnc2)cc1 (stereo not given)	7	24%	17	-3%
CCOC(=O)N1CCN(c2ccc([N+](=O)[O-])cc2)CC1	nt	nt	?	-5%
Cc1csc2cc(-c3cccc([N+](=O)[O-])c3)c(-c3cccc([N+](=O)[O-])c3)c[n+]12	nt	nt	5	0%
CCn1c(N)nc2c1c(=O)n(C)c(=O)n2C	-4	-1%	20	1%
COc1cccc(-n2nc(C(=O)Nc3ccc4c(c3)OCO4)c3ccccc3c2=O)c1	9	-2%	-24	-12%
C/C(=N\NC(=O)CNc1cccc(C(F)(F)F)c1)c1ccc(Br)cc1	-5	nt	-13	2%
COc1cccc(-n2c(CCn3nc(C)c([N+](=O)[O-])c3C)n[nH]c2=S)c1	nt	nt	?	-1%
CC1CCCC(C(=O)O)N1C(=O)CCSSCCC(=O)N1C(C)CCCC1C(=O)O (stereo not given)	-3	5%	?	6%
Cc1cc(C(F)(F)F)n2nc(-c3cnn(C)c3C(F)(F)F)c(Cl)c2n1	5	6%	63	-1%
Cc1ccc(C(=O)N/C(=C\c2ccccc2)C(=O)NCC2CCCO2)cc1 (stereo not given)	-12	nt	64	-1%
COc1ccc2c(c1)c(CC(=O)O)c(C)n2Cc1ccc(Cl)cc1	5	-18%	nt	-19%
CCCCOCCOCCSC#N	nt	-9%	nt	-4%

These rows are one share of the data, so the mix of outcomes need not match the whole.
